High-throughput results deposited in PubChem BioAssay by Broad Institute.
Statin myotox sup = protects C2C12 myotubes from simvastatin toxicity; 330,000 compounds, 0.78% hits; AID 602340; rescue of ATP level, % at 7.49 µM; ATP luminescence, 48 h; scaled: DMSO 0, geranylgeraniol control 100;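 active means mean ATP rescue above about 67%, or every replicate alone reaching that limit, limit read from the data, passing the limit was not always enough; inconclusive means no clear call, values can overlap the other calls; inactive means mean under the limit and some replicate under it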;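 further: myotubes were challenged with 10 µM simvastatin during compound exposure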
Cneo AK release = causes C. neoformans cell lysis; adenylate kinase release luminescence, 4 h; normalised: neutral wells 0, clomiphene wells 100; lysis activity, % at 15 µM; 360,000 compounds, 0.2% hits;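 active means mean lysis activity across replicates of at least 80%, whatever share of replicates individually reach that level; inactive means mean lysis activity below 80%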
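read-out = cell lysis signal | test system = log-phase Cryptococcus neoformans yeast cells | input = cells at 5 × 10^6 per mL | medium = fresh YPD growth medium | signal = luminescent adenylate kinase detection reagent | timing = 4 h at 37 °C static, read 1 h later | dosing = single dose | controls = Clomiphene as positive lysis control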
PglD inh = PglD (C. jejuni) enzyme inhibition | AID 602405 | 360,000 compounds, 0.098% hits | purified PglD enzyme, DTNB colorimetric CoA detection | inhibition, % at 12.5 µM; in the data active means inhibition above about 16%, passing the limit was not always enough; inconclusive means no clear call, values can overlap the other calls; further: strong numbers were not always called active
GSIS activator = primary screen for activators of insulin secretion dependent on glucose, INS-1E cells, GLuc reporter luminescence; activation, % at 16.6 µM; 370,000 compounds, 0.61% hits; AID 743287; INS-1E GLuc reporter insulin secretion, 2-3 h;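 active means lowest replicate activation of at least 40%, so every replicate reaches that level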;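 further: 0% = median of neutral control wells and 100% = median of IBMX positive control wells; some compounds called inactive have numbers as strong as hits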
FN deposition inh = fibronectin deposition inhibition; 350,000 compounds, 0.086% hits; AH1F fibroblasts, Alexa488-fibronectin deposition fluorescence, overnight; inhibition, % at 12.6 µM;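 active means mean inhibition across replicates of 30% or more, regardless of how many single replicates reach that level; inconclusive means mean under 30% yet at least half of replicates reach 30%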;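 further: positive control wells lacked labelled fibronectin entirely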
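Assay system: AH1F fibroblasts assembling fluorescent fibronectin matrix; Amount: 10000 AH1F cells per well; Buffer or medium: DMEM, 2% serum; Probe or stimulus: Alexa488-fibronectin, 24 nM final in well; Doses: single compound dose, delivered by pin transfer; Incubation: 1 h adhesion, overnight exposure; Measured by: fluorescence 485/525 nm; Read-out: fibronectin deposition inhibition.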
miR-122 sensor = inhibitors of miR-122 in Huh7 cells; Huh7 miR-122 Renilla luciferase sensor, 48 h; neutral wells = 0, positive control = 100; AID 602342; 340,000 compounds, 0.3% hits; activation (reporter increase), % at 12.5 µM;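 active means mean replicate activation score at least 90 and every replicate individually at or above 90; inconclusive means only one of the two criteria met; inactive means neither criterion met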;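 further: higher luciferase means less miR-122 activity so hits act as miR-122 inhibitors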
PGC1a acetyl inh = lowers PGC1a acetylation signal in U2OS cells; AlphaScreen anti-acetyl-lysine; with virally co-expressed GCN5 acetyltransferase; inhibition, % at 15.6 µM; 350,000 compounds, 0.17% hits;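 active means every replicate shows inhibition of at least 40%; inconclusive means mean inhibition at least 40% but some replicate below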;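 further: 0% = neutral control wells and 100% = positive control wells; some results beyond the cut were filed as inactive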
F508del corr = correctors of CFTR F508del function in bronchial epithelial cells; CFBE cells, YFP halide quenching; stimulated with forskolin plus potentiator P3; % fluorescence drop versus neutral controls; activity (quench increase), % at 7.58 µM; 350,000 compounds, 0.36% hits; AID 720511;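 active means mean added fluorescence quench of at least 8% versus neutral control, with both replicates also reaching 8%; inconclusive means only one of the mean or replicate conditions met; inactive means mean below 8% and not both replicates reaching 8%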;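 further: cells transiently co-express mutant CFTR-F508del with the halide-sensitive YFP; corrector assay measuring rescue of mutant channel to the surface after 24 h compound exposure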
Active calls of the source: *; ? = inconclusive; . = no result given; & = joins results of further samples; [ ] = dose if it differs, or a comment.

Values in the order – GSIS activator	PglD inh	Cneo AK release	Statin myotox sup	PGC1a acetyl inh	FN deposition inh	miR-122 sensor	F508del corr
> Cc1ccc(CN(C(=O)COc2ccc(C)c(C)c2)C2CCS(=O)(=O)C2)o1 (stereo unspecified)
→ 9	4	-1	6	7	4	2	-2.4
> CCOC(=O)c1ccc(NC(=O)CSc2nnc(C3CCCCC3)n2C)cc1
→ .	3	2	9	3	-12	7	.
> COc1ccc(CCN=CC2=C(O)CC(C)(C)CC2=O)cc1
→ .	0	-17	-1	6	11	8	.
> Cc1occc1C(=O)Nc1ccc2c(c1)CCC2
→ -11	.	.	.	7	.	-4	-0.9
> COCCCN1C(=O)[C@@]2(Cc3ccccc31)c1ccccc1C(=O)N(Cc1ccccc1)[C@H]2c1ccc(CO)cc1
→ .	-2	-6	.	-7	.	.	0.9
> CCC(c1nnc(SCc2nc3ccccc3s2)n1Cc1ccccc1)N(C)C (stereo unspecified)
→ .	-5	-2	20	-22	.	23	.
> COc1ccccc1CN1CCNC(=O)C1CC(=O)N(C)Cc1cnccn1 (stereo unspecified)
→ 26	.	.	.	5	2	.	-4.1
> O=C(Nc1ccccc1F)c1ccc(S(=O)(=O)NCC2CCCO2)cc1 (stereo unspecified)
→ .	3	0	7	-13	.	17	.
> COc1ccc(CCN(C(=O)c2cccc(F)c2)C2CC(=O)N(c3ccc(OC)cc3)C2=O)cc1 (stereo unspecified)
→ -15	-5	4	-16	-6	.	3	.
> COc1cccc(S(=O)(=O)NCC(=O)N2CCCC2)c1
→ 4	-2	-7	15	-1	-5	3	-0.2
> Fc1cccc(Cl)c1-c1nnc2ccc(C(F)(F)F)cn12
→ -3	-4	-1	13	-8	.	2	-2.2
> C[C@H]1CN([C@@H](C)CO)S(=O)(=O)c2ccc(C3=CCCCC3)cc2O[C@@H]1CN(C)C(=O)CN(C)C
→ 4	6	2	-5	-21	-3	1[16.7 µM]	0.8
> COc1ccc(NC(=O)Cc2nnc(SCC(=O)Nc3nccs3)n2C)cc1
→ -3	0	-4	-14	.	0	4	-3.1
> COc1ccc(CCn2c(=N)c(C(=O)NCc3ccco3)cc3c(=O)n4ccccc4nc32)cc1OC
→ 17	.	.	5	.	7	10	1.1
> CO[C@H]1CN(C)C(=O)c2cc(NC(=O)C3CC3)ccc2OC[C@@H](C)N(CC2CCOCC2)C[C@@H]1C
→ 31	2	-8	6	6	-12	.	0.0
> Cc1ccc(N(C(=O)Cc2cccs2)C(C(=O)NCC2CCCO2)c2ccncc2)cc1 (stereo unspecified)
→ 5	9	2	4	-4	-2	-1	-0.4
> COc1ccc(N2CC(C(=O)Nc3ccc(S(=O)(=O)N4CCCC4)cc3)CC2=O)cc1 (stereo unspecified)
→ -11	-4	3	-4	-5	-2	-1	-1.6
> Cc1noc(C)c1S(=O)(=O)N(C)C[C@H]1OCCCC[C@H](C)Oc2ccc(NS(=O)(=O)c3ccc(F)cc3)cc2C(=O)N([C@H](C)CO)C[C@@H]1C
→ -4	1	36	.	2	-2	0[16.7 µM]	2.6
> C[C@H](CO)N1C[C@H](C)[C@H](CN(C)C(=O)Cc2ccccc2)OCCCC[C@H](C)Oc2ccc(NC(=O)Cc3ccccc3)cc2C1=O
→ -32	4	-3	-4	4	6	13[16.7 µM]	-1.5
> O=C(CSc1ccc(-c2cccnc2)nn1)Nc1ccccc1C(F)(F)F
→ 4	-1	5	8	.	-5	4	2.6
> COc1ccc(OC)c(CN(CCCN2CCOCC2)S(=O)(=O)c2ccc(NC(C)=O)cc2)c1
→ 9	-3	3	.	-9	.	0	.
> C[C@H]1CCCCO[C@H](CN(C)C(=O)Nc2ccccc2)[C@@H](C)CN([C@@H](C)CO)C(=O)c2cc(NS(=O)(=O)c3ccccc3)ccc2O1
→ -19	0	0	.	-9	4	8[16.7 µM]	0.5
> O=C(O)C(=O)Nc1ncn[nH]1
→ 3	3	1	15	-7	-1	0	-5.5
> COc1ccc(C#Cc2c(-c3ccccc3)n(C)c3ccccc23)cc1
→ -2	-3	0	1	-16	-1	11	-5.3
> COc1ccc(C#Cc2cnc3c(c2)C(=O)N([C@@H](C)CO)C[C@@H](C)[C@@H](CN(C)C(=O)CN(C)C)O3)cc1
→ 16	-1	1	25	3	14	-4[16.7 µM]	1.3
> CCc1ccc(CN2CCC(n3nccc3NC(=O)C3CCCC3)CC2)cc1
→ -25	2	3	-11	-6	7	-7	-1.9
> CCCn1c(C(C)Nc2nc(C)cs2)nc2cc(Cl)c(Cl)cc21 (stereo unspecified)
→ .	2	1	-20	5	9	-4	2.1
> CCCNC(=O)N1C[C@@H]2[C@H](c3ccccc31)[C@@H](CO)N2Cc1ccccc1F
→ 15	2	2	5	-4	.	12[16.7 µM]	-1.5
> CCCCC[n+]1ccn(C2=C([O-])c3ccccc3C(=O)/C2=N\S(=O)(=O)c2ccc(Cl)cc2)c1
→ 0	.	.	.	-13	-3	.	-1.6
> O=S(=O)(Nc1ncccn1)c1ccc(NC(=S)NCCc2ccccc2)cc1
→ -3	.	.	.	0	-2	.	1.8

Values in the order – GSIS activator	PglD inh	Cneo AK release	Statin myotox sup	PGC1a acetyl inh	FN deposition inh	miR-122 sensor	F508del corr
> O=C(NCCc1ccccc1)[C@@H]1[C@@H](CO)[C@@H]2Cn3c(ccc(-c4cccc(F)c4)c3=O)[C@H]1N2
→ 10	-3	51	-28	.	-2	1[16.7 µM]	-1.5
> COc1ccccc1CN1CC(C(=O)NCc2cccc(C)n2)CCC1=O (stereo unspecified)
→ -7	0	0	6	-3	1	-6	3.6
> CN(C)c1ccc(C2CC(=O)NC3=C2C(=O)CC(C)(C)C3)cc1 (stereo unspecified)
→ -18	-1	3	6	.	.	-4	0.0
> COc1cccc(CNC(=O)CN(c2ccc(C(C)C)cc2)S(=O)(=O)c2c(C)noc2C)c1
→ 12	-1	-1	-6	-14	-5	-1	-1.0
> CN(c1ccc(OCC(=O)Nc2cc(Cl)ccc2C(=O)O)cc1)S(=O)(=O)c1ccc(F)cc1
→ .	-3	0	12	-7	-1	.	-0.5
> Cc1ccnc(NS(=O)(=O)c2ccc(NC(=O)c3snnc3C)cc2)n1
→ 12	2	6	-11	-2	1	-3	-2.1
> O=C(c1ccc(S(=O)(=O)Nc2ccccc2F)cc1)N1CCCC1
→ 3	-1	.	2	4	1	-1	-0.6
> O=S(=O)(c1ccccc1S(=O)(=O)N1CCCCC1)N1CCCCC1
→ -3	2	3	.	-15	.	1	-0.9
> CC(=O)Nc1c2c(nn1-c1ccccc1C)CSC2
→ 10	1	2	-7	3	18	3	-0.9
> COc1ccc(NC(=O)N(C)C[C@H]2OCCCC[C@@H](C)Oc3ccc(NC(=O)Nc4ccc(F)cc4)cc3C(=O)N([C@H](C)CO)C[C@@H]2C)cc1
→ 7	0	0	.	21	.	18[16.7 µM]	-1.5
> COc1ccc(S(=O)(=O)Nc2ccc3c(c2)C(=O)N([C@H](C)CO)C[C@@H](C)[C@H](CN(C)C(=O)Nc2ccc4c(c2)OCO4)OCCCC[C@H](C)O3)cc1
→ 12	.	.	.	-8	-2	.	1.3
> CCOC(=O)N1CCC(Nc2c(NCCCOC)c(=O)c2=O)CC1
→ 6	0	-4	28	0	-5	0	.
> COc1ccccc1NC(=O)COC(=O)c1ccccc1SCC(=O)N1CCCC1
→ 12	-4	2	4	-21	1	.	3.7
> C/C(=N\N=C(/N)SC1CC(=O)N(c2ccc(Br)cc2)C1=O)c1cccs1 (stereo unspecified)
→ -30	-2	0	-2	0	.	3	-2.2
> CC(=O)NC12CC3CC(C1)CC(C(=O)N(C)CC(=O)Nc1ccccc1Cl)(C3)C2
→ 8	6	0	3	-9	2	-10	-2.8
> CCCNC(=O)C[C@H]1C[C@H]2c3cc(NS(=O)(=O)c4ccc(OC)cc4)ccc3O[C@H]2[C@@H](CO)O1
→ -2	4	6	2	1	-2	6[16.7 µM]	-3.4
> Cc1cc(=O)[nH]c(SCC(=O)NC2CCCCC2)n1
→ 2	5	-5	28	5	3	-4	-2.9
> COc1cc(NC(=S)NN2CCOCC2)cc(OC)c1
→ 2	2	-1	.	?	-23	-3	.
> CCc1ccccc1NC(=O)CSC1=C(C#N)C(c2ccc(O)c(OC)c2)C2=C(CCCC2=O)N1 (stereo unspecified)
→ .	-3	-1	.	0	.	-3	.
> CCN1CCN(c2ccc(S(=O)(=O)N3CCOCC3)cc2NC(=O)C2CCC(C(C)(C)C)CC2)CC1 (stereo unspecified)
→ -14	1	0	1	-1	-4	-7	0.1
> Cc1cccc(NC(=S)N2CCCC(c3nc4ccccc4[nH]3)C2)c1 (stereo unspecified)
→ -16	-2	4	2	.	5	-4	-4.5
> CCCC(=O)c1c(NC)cc(C)oc1=O
→ .	-7	-4	3	.	-5	-15	.
> CCOC(=O)/C(C#N)=C(/C)c1ccc(OC)cc1
→ .	19	-5	-13	3	.	-1	.
> CC(C)(C)c1ccc(S(=O)(=O)N2CCc3nc4ccccc4c(C(=O)O)c3C2)cc1
→ 11	4	-4	14	-13	-7	.	1.0
> COc1ccc(NC(=O)Nc2cccnc2)cc1
→ 13	-1	2	-1	4	-3	-7	-1.9
> C[C@@H]1CN([C@@H](C)CO)C(=O)CCCn2nncc2CO[C@@H]1CN(C)S(=O)(=O)c1ccccc1F
→ 13&2	8&2&4	0&-4&46	4&12&5	-6&7&-2	-2&1	0	0.0&3.1&2.3
> CCN(CC)CCNC(=O)c1cn(CC)c2ccc(S(=O)(=O)N3CCOCC3)cc2c1=O
→ -14	-3	2	-4	.	2	.	-0.8
> Cc1cc(C)c(C)c(S(=O)(=O)N2CCN(CC(=O)NC(=O)NCc3ccccc3)CC2)c1C
→ -24	-3	-5	?	-9	.	-4	.
> c1ccc(-n2cnc3cc(NCc4ccncc4)ccc32)cc1
→ .	0	-3	-1	5	1	-7	.
> Cc1cc(C(=O)NNC(=O)Cc2ccc(Cl)c(Cl)c2)c(C)o1
→ -26	9	2	-2	.	3	.	0.1

Values in the order – GSIS activator	PglD inh	Cneo AK release	Statin myotox sup	PGC1a acetyl inh	FN deposition inh	miR-122 sensor	F508del corr
> COCCCn1c(C)cc(C(=O)COC(=O)C23CC4CC(CC(O)(C4)C2)C3)c1C
→ 3	4	-2	12	10	-2	-2	-1.6
> COC(=O)CN1C(=O)[C@H]2[C@@H](/C=C/c3ccccc3)N3C(=O)CN(Cc4ccc(-c5ccccc5)cc4)C(=O)[C@@]3(C)[C@H]2C1=O
→ .	4	-2	-6	14	-9	2	-0.3
> C[C@H](CO)N1C[C@H](C)[C@H](CN(C)C(=O)Nc2cc(F)ccc2F)Oc2ncc(-c3cccc(F)c3)cc2C1=O
→ -14	5	-3	-1	-5	5	-3[16.7 µM]	-1.0
> COc1c2occc2c(OC)c2c(=O)cc(C(F)(F)F)oc12
→ 9	-5	-1	-6	-8	.	1	.
> COCCNC(=O)C1CCCN(C(=O)Cc2ccc(F)cc2)CC1 (stereo unspecified)
→ 8	-4	-1	0	3	4	.	0.4
> COc1cc(/C=C/C(=O)OCC(=O)Nc2c(C)n(C)n(-c3ccccc3)c2=O)ccc1O
→ .	0	0	-7	8	-2	2	0.9
> O=C1OC(c2ccc(F)cc2)=C/C1=C\c1ccc(O)cc1
→ -1	-3	0	31	1	9	-3	1.9
